All columns: NCI-60 one-dose screen, growth in % after 48 h at 10 µM unless noted; 100 = growth as untreated, 0 = no growth, -100 = all killed.
RXF 393: RXF 393 renal cancer cells; 6.9% of 77,000 active
A498: A498 renal cancer cells | 5.4% of 76,000 active
OVCAR-4: OVCAR-4 ovarian cancer cells; 3.7% of 80,000 active
ACHN: ACHN renal cancer | 4.9% of 81,000 active | AID 1794771
CAKI-1: CAKI-1 renal cancer; 4.7% of 75,000 active
OVCAR-8: OVCAR-8 ovarian cancer | AID 1794782 | 4.4% of 81,000 active
OVCAR-3: OVCAR-3 ovarian cancer | 7% of 79,000 active | AID 1794787
OVCAR-5: OVCAR-5 ovarian cancer | 2.9% of 82,000 active | AID 1794783
Starred values were filed as active, the others as inactive; . = no result given; & = joins results of further samples; [ ] = dose if it differs, or a comment. Rule for the calls: active = growth percent below 10; inactive = the rest. Compounds were not picked by outcome; any-hit rate near 10%.

Every second line gives: OVCAR-8, OVCAR-3, RXF 393, ACHN, A498, OVCAR-5, OVCAR-4, CAKI-1
O=C(NC(Cc1cn(Cc2ccccc2)cn1)C(=O)O)OCC1c2ccccc2-c2ccccc21 (stereo not drawn)
→ 103, 105, 117, 104, 102, 105, 106, 103
COc1ccc(-c2nn(-c3cccc(Cl)c3)cc2C2CC(c3cccs3)=NN2C(C)=O)cc1 (stereo not drawn)
→ 98, 118, 98, 103, 80, 92, 98, 78
COc1ccc(-c2nn(-c3ccccc3)cc2/C=C2/SC(=S)N(CC(=O)O)C2=O)cc1
→ 105, 108, 120, 104, 103, 102, 94, 91
CN1CCN(Cc2ccc(NC(=O)c3ccc(C(C)(C)C)c(C#Cc4cnc5cccnn45)c3)cc2C(F)(F)F)CC1
→ -30*, -69*, -79*, -75*, 75, -25*, 15, -45*
COc1cc([N+](=O)[O-])ccc1NC(=O)C(F)(F)F
→ 102, 112, 111, 90, 110, 92, 103, 99
C=CCOC1=CC(=O)c2ccccc2C1=O
→ 57, -13*, 111, 83, 75, 110, 42, 101
N#CC1=C(/C=C\c2ccccc2)C2C(=O)N(c3ccccc3)C(=S)N2C1=O (stereo not drawn)
→ 105, 105, 108, 104, 101, 108, 104, 99
Cc1ccc(O)c(N2C(=NCc3ccco3)NS(=O)(=O)c3cnccc32)c1
→ 65, 97, 58, 106, 109, 92, 107, 68
Cc1[nH]c2ccccc2c1C(C[N+](=O)[O-])c1cccs1 (stereo not drawn)
→ 96, 118, 94, 98, ., 90, 104, 84
COc1ccc(C(=O)/C=C/c2ccc3c(c2)Cc2ccccc2-3)cc1S(N)(=O)=O
→ 103, 132, 142, 108, 152, 135, 121, 100
Cc1cc2c(c(C)c1Cl)C(=O)/C(=C/c1ccc(O)c(O)c1)O2
→ 100, 109, 113, 93, 106, 117, 96, 91
O=C(/C=C/c1ccc(OCc2ccccc2)cc1)c1c(F)cccc1F
→ 103, 127, 112, 102, 94, 96, 96, 94
O=C(CSc1nnc(-c2ccc(-c3nc4ccc(Cl)cc4[nH]3)cc2)o1)Nc1ccc(Br)cc1
→ -32*, 9.7*, -51*, -69*, 162, 47, 16, -25*
C#Cc1cccc(Oc2ccc(NC(=O)CCl)cc2)c1
→ 31[8.25 µM], -77*[8.25 µM], 63[8.25 µM], 70[8.25 µM], 102[8.25 µM], 74[8.25 µM], 8.0*[8.25 µM], 37[8.25 µM]
C[C@H](c1ccccc1)N1C(=O)C2=Nc3cccc(Cl)c3CN2C1=S
→ 105, 91, 91, 90, 126, 109, 104, 85
Clc1ncnc2c1cnn2-c1ccccc1
→ 103, 101, 110, 105, 82, 104, 99, 99
NC(=S)N/N=C(/c1cccs1)C1CC1
→ 68, 52, 102, 84, 106, 91, 83, 99
Oc1ccc2ccc3[nH]cnc3c2c1
→ 92, 103, 120, 89, 95, 99, 103, 103
CC(C(=O)O)c1cccc(Oc2ccccc2)c1 (stereo not drawn)
→ 105, 114, 99, ., 81, ., 109, 87
CCOC(=O)c1[nH]cc(-c2ccccc2)c1-c1cc(OC)c2c(c1OC)OCO2
→ 105, 107, 67, 96, ., 91, 104, 68
C=C1CCC2C3(C)COC(c4ccc(Cl)cc4)OC3CCC2(C)C1/C=C/C1=CCOC1=O (stereo not drawn)
→ 48, 71, 88, 64, 50, 80, 53, 74
CC(C)C[C@H]1C(=O)O[C@H](C(C)C)C(=O)N(C)[C@@H](C(C)C)C(=O)O[C@H](C(C)C)C(=O)N(C)[C@@H](C(C)C)C(=O)O[C@H](C(C)C)C(=O)N1C
→ 16, 18, 19, 10, -6.0*, 18, 18, .
Cc1ccccc1-n1c(C)nc2ccc(N3CCCNC3=O)cc2c1=O
→ 104, 96, 110, 105, 86, 100, 97, 94
NC(N)=N/N=C/c1ccc(O)c(S(=O)(=O)O)c1
→ 101, 106, 115, 106, ., 107, 109, .
Clc1ccccc1C(c1ccccc1)(c1ccccc1)n1ccnc1
→ 29, 29, 24, 33, 59, 58, 33, 21
COc1ccc(/C=N/Nc2nc3ccccc3s2)cc1
→ 105, 86, 98, 91, 115, 103, 88, 80
CN1CN(C)CN(C)C1
→ 106, 118, 108, 103, 100, 111, 106, 107
N#C/C=C(\c1ccc([N+](=O)[O-])cc1)n1nnc2cc(Cl)c(Cl)cc21
→ 16, -48*, 0.6*, -85*, ., 10, 0.2*, 41
O=C(Nc1cnns1)Oc1ccccc1
→ 104, 107, 97, 99, 86, 103, 113, 102
O=C(O)c1ccc(-n2cc(CNc3ccccc3)c(-c3ccc(C(F)(F)F)cc3)n2)cc1
→ 78, 89, 107, 86, 99, 109, 92, 82
CCOC(=O)c1c2c(n3ccc(NC(=O)CCN4CCCC4)cc13)C(=O)c1ncccc1C2=O
→ -33*, -86*, 48, 14, 46, -67*, -68*, 9.9*
COc1cc(Cn2cc(CNC(=O)c3cccnc3Nc3ccc(OC)cc3OC)nn2)cc(OC)c1
→ 93, 105, 105, 100, 87, 111, 108, 113
COc1ccc(-c2[nH]ncc2Nc2cc(OC)c(OC)c(OC)c2)cc1
→ 58, 5.2*, 21, 56, 49, ., 51, 36
O=C(Cc1ccc(F)c(Cl)c1)Nc1cc(C2(C(F)(F)F)CC2)nn1CC1CCCCC1
→ 8.5*, 6.3*, -29*, -8.0*, -33*, 0.8*, 14, -14*
Cc1ccc(Oc2c(/C=N/NC(=O)Cn3c(=O)sc4ccccc43)c(C)nn2-c2ccccc2)cc1
→ 55, 54, 73, 43, 78, 74, 46, 29
N#C/C(=C\c1c[nH]c2ccccc12)C(=O)Nc1sc2c(c1C#N)CCC2
→ 100, ., 107, 93, 85, 104, 105, 91
COC(=O)c1c2c(c(C)[n+]([O-])c1C)C(=O)C=C(NCc1ccc(Cl)cc1)C2=O
→ 2.3*, -29*, -32*, -19*, ., -69*, ., -3.2*
CCCCCn1c(=O)c2c(nc(NCCc3ccc(OC)c(OC)c3)n2C)n(C)c1=O
→ 96, 102, 103, 89, 77, 84, 93, 91
CCOC(=O)c1c2c(n(-c3ccc(C)c(C)c3)c1-c1ccccc1)C=CCC2
→ 88, 100, 91, 90, 93, 99, 86, 67
CC(C)=CCC/C(C)=C\C=N\NC(=O)c1ccncc1
→ 98, 106, 103, 95, 102, 98, 99, 104
CCN(CC)CCOc1ccc2c(c1)O/C(=C\c1cccc(OC)c1)C2=O
→ 100, 106, 90, 105, 77, 99, 98, 97
O=C(O)C1(Nc2ccccc2Cl)CCCC1
→ 103&103, 115&105, 119&106, 101&101, 101, 103&93, 112&108, 93&98
Cc1ccc(NC(=O)c2ccccc2C)cc1
→ 111, 106, 114, 106, 108, ., 103, 91
Cc1ccc(C(=O)/C(=C\c2ccc([N+](=O)[O-])cc2)S(=O)Cc2ccc(Cl)cc2)cc1 (stereo not drawn)
→ 26, 22, -69*, 13, 78, 46, 59, 60
Nc1nc(NC(=O)Nc2ccc(C(=O)O)cc2)nn1-c1ccc(S(N)(=O)=O)cc1
→ 87, 96, 94, 100, 91, 96, 103, 90
CCOC(=O)c1c(N)sc(C(C)=O)c1C
→ 98, 127, 78, 83, 84, 94, 98, 81
CCCCCCNC(=O)Oc1ccc(/C(=C(/C)Cc2ccc(OC)cc2)c2ccc(OCCN(C)C)cc2)cc1
→ 70, 81, 51, 64, ., 90, 77, .
COC(=O)c1c(C(=O)OC)c2n(CC(=O)Nc3cccc4cccnc34)c3ccccc3n2c1C(=O)c1ccc(Cl)cc1
→ 101, 108, 107, 95, 101, 100, 100, 100
CCN(Cc1cccc(S(=O)(=O)O)c1)c1ccc(C(=C2C=CC(=[N+](CC)Cc3cccc(S(=O)(=O)O)c3)C=C2)c2ccccc2)cc1
→ 59, 110&110, 115, 104&96, 122&122, 101&102, 109&103, 137
Cc1c(C(=O)/C=C/c2ccc(N(C)C)cc2)nnn1-c1ccc(C(=O)O)cc1
→ 98, 111, 112, 90, ., 98, 112, 90
COc1cc(/C=N/Nc2ccccc2Br)cc(OC)c1OC
→ 81, 79, 116, 78, 87, 88, 75, 46
COc1ccc(NC(=O)c2sc(N)c(C#N)c2C)cc1
→ 112, 131, 132, 114, 113, 117, ., 110
COC(=O)[C@H](C)NC(=O)CNC(=O)c1cccc2c(=O)c3ccccc3[nH]c12
→ 107, 108, 117, 101, 104, 101, 110, 91
Cc1cc(O)c2c(C)cc(=O)oc2c1
→ 91, 104, ., 108, 86, 107, 97, 93
COc1ccc(C(=O)Nc2nonc2-c2ccc(OC)c(OC)c2)cc1Cl
→ 84, 65, 93, 84, 70, 98, ., 80
Nc1nc(Nc2ccc(OCc3cccc(F)c3)cc2)c2c(n1)[nH]c1ccc(O)cc12
→ -62*, -86*, -76*, -27*, 76, 0.5*, -62*, .
O=C(O)CCCCC(=O)c1ccccc1
→ 92, 121, 85, 101, 104, 90, 96, 103
CCCC(=O)OC/C=C/c1ccccc1
→ 104, 94, 109, 103, 70, 91, 109, 106
COc1ccccc1Br
→ 101, 116, 119, 105, 103, 106, 104, 98
c1ccc(C2OCCO2)nc1
→ 96, 110, 102, 97, 81, 101, 92, 94

Going on with the list:
Every second line gives: OVCAR-8, OVCAR-3, RXF 393, ACHN, A498, OVCAR-5, OVCAR-4, CAKI-1
O=C(Nc1ccc(S(=O)(=O)Nc2ccccn2)cc1)Nc1ccc(Cl)c(C(F)(F)F)c1
→ 55, 52, 77, 51, 94, 82, 66, 60
CC(=O)c1nnn(-c2nonc2-c2noc(C)n2)c1C
→ 103, 118, 111, 108, 100, 106, 116, 96
C=C1CC[C@@H]2[C@](C)(COC(C)=O)[C@H](OC(C)=O)CC[C@@]2(C)[C@@H]1CC(NCc1cccc(Cl)c1)C1=CCOC1=O (stereo partly drawn)
→ 43, 47, 51, 42, 65, 100, 50, 48
CC#CCO[C@H]1Cc2cc3ccc(=O)oc3cc2OC1(C)C
→ 93, 108, 108, 111, 106, 105, 91, 89
CC(=O)c1c2ccccc2cc2ccccc12
→ 102, 103, 111, 110, 98, ., 93, 104
C=CC[P+](CC=C)(CC=C)c1ccccc1
→ 100, 116, 126, 97, 109, 91, ., .
OC(COc1ccccc1)CN1CCN(c2cccc(Cl)c2)CC1 (stereo not drawn)
→ 105, 104, 96, 114, 89, 107, 109, 111
CC1Cc2c(N(C)C)ncnc2N2CCc3cccc1c32 (stereo not drawn)
→ 111, 114, 109, 110, 77, 101, 91, 90
COc1ccc2c(c1)/C(=C\c1c(-c3ccc(C)cc3)nc3sc(-c4cc(OC)c(OC)c(OC)c4)nn13)C(=O)N2
→ 86, 80, 84, 77, 86, 89, 77, 52
O=C1NC(=O)/C(=C/C=C/c2ccccc2)S1
→ 43, 58, 66, 9.8*, 70, 92, 70, 25
CCN(CC)CC(O)CNc1c(C)cccc1C (stereo not drawn)
→ 104, 105, 115, 107, 101, 109, 100, 100
CN1CCN(Cc2ccc(NC(=O)c3ccc(C#Cc4c(N)ncc5ccc(F)cc45)cc3)cc2C(F)(F)F)CC1
→ -28*, -26*, -44*, -93*, 78, -53*, -20*, 43
COc1ccc2[nH]cc(-c3nc(-c4cn(C)c5ncccc45)cs3)c2c1
→ 86, 119, 107, 101, 82, 106, ., 99
Cc1cc(C)c(-c2c(Br)c(OC(=O)CO[C@@H]3C[C@H](C)CC[C@H]3C(C)C)c(-c3c(C)cc(C)c(Br)c3C)c(Br)c2OC(=O)CO[C@@H]2C[C@H](C)CC[C@H]2C(C)C)c(C)c1Br
→ 108, 122, 124, 105, 115, 118, 120, 102
CC(=O)Nc1ccc(Cl)cc1-c1n[nH]c(=O)[nH]c1=O
→ 103, 134, ., 94, 92, 97, 101, 83
CCCCN(CCCC)CCC(=O)c1ccc2cc(Br)c3ccccc3c2c1
→ 107, 106, 76, 102, ., 92, 93, 92
COc1cc(/C=C/c2cn[nH]c2-c2ccc(C)cc2)cc(OC)c1OC
→ 33, 16, 16, 49, 34, 85, 79, 33
Cc1nc2sc3c(c2c(C)c1Br)NC(c1ccccc1O)NC3=O (stereo not drawn)
→ 83, 91, 97, 90, 97, 117, 92, .
Cc1ccc(N2C(=O)CCC2=O)cc1
→ 108, 102, 121, 103, 82, 96, 103, 97
CCOC(=O)n1ccn(C)c1=S
→ 105, 106, 115, 99, 115, 102, 110, 95
CCOC(=O)c1c(C)nc2c(c1N)/C(=C/c1ccc(OC)c(O)c1)C(=O)N2c1ccc(OC)cc1
→ 88, 87, 123, ., 95, 101, 101, .
CC(=O)c1cc[n+](C)cc1
→ 107, 113, 108, 100, 103, 98, 94, 94
NC(=O)SCC(=O)Nc1ccc(-c2ccc(NC(=O)CSC(N)=O)cc2)cc1
→ 102, 111, 114, 115, 124, 117, 119, .
Cc1ccc(C)n1C1c2ccccc2Oc2ccccc21
→ 104, 113, 103, 101, 116, 96, 105, 85
CCCCn1c(C)nc2cc(Nc3nc(N4CCOCC4)nc4nc[nH]c34)ccc21
→ 61, 73, 45, 54, 49, 74, 89, 90
COc1cc2cc3c(nc2cc1OC)CCN3Cc1ccc(NC(=O)Nc2ccc(F)cc2)cc1
→ 95, 102, 90, 85, 71, 106, 101, 80
Cc1ccc(-c2ccnc3c(-c4ccccc4)c(Nc4ccccc4)nn23)cc1
→ 98, 125, 95, 100, 85, 93, 87, 96
COC(=O)c1nc2c(cnn2-c2nnc3n(-c4ccccc4)c(=O)/c(=C\c4ccc(OC)cc4)n23)c(N)c1C(=O)OC
→ 105, 102, 114, 97, 105, 105, 102, 88
COc1ccc(C(=O)CSc2nc(-c3cc4ccccc4o3)cc(-c3ccc(Cl)cc3)c2C#N)cc1
→ 102, 93, 105, 83, 99, 95, 86, .
COc1ccc(-c2cc(O)c(C(=O)N3CCOCC3)s2)cc1
→ 96, 106, 109, 104, 95, 101, 106, 95
